Screening data (PubChem BioAssay)
EP2 mod: EP2 receptor modulators, cAMP readout, primary screen, cell-based, HTRF cAMP, PGE2 stimulation; EP2-expressing cells, cAMP HTRF FRET, PGE2 co-stimulation; Prostaglandin E2 receptor EP2 subtype (Homo sapiens), P43116; induction, % at 25 µM; 0.83% of 260,000 active;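 active means compounds whose cAMP rise, as percent of the full-agonist control response, exceeds 60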;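 further: rat C6 glioma line stably carrying human EP2 under a CMV promoter; the protocol text gives 20 µM as final concentration; 100% = response of wells given 1 µM PGE2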
Target sequence (P43116 whole entry, looked up): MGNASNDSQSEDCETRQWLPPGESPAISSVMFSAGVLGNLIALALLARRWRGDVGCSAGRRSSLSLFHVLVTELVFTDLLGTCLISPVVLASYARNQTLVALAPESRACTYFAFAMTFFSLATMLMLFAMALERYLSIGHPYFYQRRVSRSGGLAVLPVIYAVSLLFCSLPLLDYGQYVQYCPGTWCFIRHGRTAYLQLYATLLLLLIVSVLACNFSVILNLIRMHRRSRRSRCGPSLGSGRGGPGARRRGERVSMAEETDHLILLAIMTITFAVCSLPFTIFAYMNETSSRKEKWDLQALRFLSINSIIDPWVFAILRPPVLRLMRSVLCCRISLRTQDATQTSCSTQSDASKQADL
Starred values were filed as active, the others as inactive. Some of the compounds tested; count on the stated rates, not on these rows.

EP2 mod	SMILES
11	CCc1ccc(NC(=O)COC(=O)c2cccs2)cc1
28	COc1ccc(OC)c(-c2csc(NC(=O)c3ccc(F)cc3)n2)c1
0	CCc1cc(C(=O)N2CCCC(c3noc(-c4ccccn4)n3)C2)on1 (stereo not drawn)
-4	COCCn1c(SCC(=O)NNC(=O)C(C)C)nnc1-c1ccco1
-11	CC(C)Cc1cc(C(=O)N2CCC(c3ncncc3-c3ccncc3)CC2)no1
-11	Cn1cnnc1SCc1nc2ccccc2[nH]1
5	CCCN1CC=C2C(C#N)=C(N)C(C#N)(C#N)C(c3ccc(OC)c(OC)c3)C2C1 (stereo not drawn)
41	NS(=O)(=O)c1ccc(N=Nc2ccc(O)c(C(=O)O)c2)cc1
-7	COc1ccc(C(=O)N(CC(=O)NC(C)(C)C)c2cnc3ccccc3c2)cc1OC
-12	O=C1NC(CC(=O)N2C[C@H](C(=O)O)[C@@H](c3ccc(F)cc3)C2)c2ccccc21 (stereo partly drawn)
-2	C=CCNC(=O)[C@@H]1C=CCN1S(=O)(=O)c1ccc(Cl)cc1
-42	CCCn1c(SCC(=O)Nc2ccc(C(C)=O)cc2)nnc1-c1ccncc1
-81	O=S(=O)(NCc1ccc2c(c1)OCO2)c1ccc(S(=O)(=O)NC2CCCCC2)cc1
-105	COCCNC(=O)C(C)Sc1nc(-c2ccccc2)cc(C(F)(F)F)n1 (stereo not drawn)
-9	Cc1cc(C)c2c(c1)c(C)cc1nnc(SCC(=O)O)n12
17	Cc1cc2cc(C#N)c(SCC(=O)N3CCCC(C)C3)nc2cc1C (stereo not drawn)
1	O=C(C1CCCC1)N1CCC(c2nc3sc4c(c3c(=O)[nH]2)CCCC4)CC1
-22	Cc1cc(C)c2cc(CN(CCCO)S(=O)(=O)c3ccccc3F)c(=O)[nH]c2c1
-72	OC(COc1ccc(Cl)cc1)CN1C2=NCCN2c2ccccc21 (stereo not drawn)
-28	O=C(N1CCC(n2nc(-c3ccco3)ccc2=O)CC1)C1(c2ccccc2)CC1
3	Cc1nn(C)cc1C(=O)N1CCC2(CC1)NC(=O)c1ccccc1O2
-47	Cc1cc2c(s1)c1cnn(CC(=O)N3CCN(c4ccc(F)cc4)CC3)c(=O)c1n2C
13	CCn1c(CNc2cc(Cl)ccc2Cl)nnc1SCC(=O)Nc1ccccc1OC
-9	CCNC(=S)N(Cc1cc2cc3c(cc2[nH]c1=O)OCCO3)CC1CCCO1 (stereo not drawn)
26	COC(=O)CSc1nc(N(C)C)nc(N2CCOCC2)n1
3	Cc1sc2ncnc(NCC(=O)O)c2c1C
7	O=C(N/C(=C/c1cccnc1)C(=O)N1CCCCCC1)c1ccccc1
5	CC1CCN=C(N)S1 (stereo not drawn)
-49	CCc1nn(CC(=O)N2CCCCC2C)c(=O)c2cc3occc3n12 (stereo not drawn)
-37	Cc1ccc2[nH]c(=O)c(C(c3nnnn3C3CCCC3)N3CCOCC3)cc2c1 (stereo not drawn)
12	Cc1nc(NC(=O)CSc2nc(COc3ccccc3)nc3ccccc23)sc1C
18	COc1cc(C(O)C(=O)O)ccc1O (stereo not drawn)
-20	Cc1cc(C)c2cc(CN(Cc3ccco3)S(=O)(=O)c3ccc(F)cc3)c(=O)[nH]c2c1
-65	Cn1c(=O)c(C(=O)NNC(=O)c2ccccc2F)c(O)c2ccccc21
-39	CCCc1nn(CC(=O)N(Cc2cccnc2)C2CC2)c(=O)c2cc3ccsc3n12
-3	COC(=O)c1c(NC(=O)C(C)C)sc(C(=O)Nc2ccc(Cl)cc2)c1C
-1	Nc1c(C(=O)NCC(=O)O)sc2nc3c(cc12)CCCC3
-69	COC(=O)c1ccccc1NC(=O)CSc1nnnn1-c1ccc2c(c1)OCCO2
-4	O=C(Nc1ccccc1)NC1CCNCC1
-53	CSc1ccc(CNCc2ccco2)cc1
8	CC(C)c1ccc(C2C(C#N)=C(N)C(C#N)(C#N)C3=CCN(C)CC32)cc1 (stereo not drawn)
21	COc1ccccc1CN(Cc1ccnc(N2CCOCC2)n1)CC1CCCO1 (stereo not drawn)
17	CCC(C)NC(=O)C(=O)NCc1ccco1 (stereo not drawn)
23	CC(C)c1nc2sc3c(c2c2nnc(SCC(=O)Nc4ccccc4F)n12)CCCC3
-18	Cn1c(=O)n(C)c2cc(S(=O)(=O)Nc3ccc(O)cc3)ccc21
10	CCOC1=CC(c2ccc3c(c2)OCO3)CC(=O)c2c(C)oc(C)c21 (stereo not drawn)
-60	Cc1ccc(C(=O)CSc2nnc(COc3cccc4ccccc34)o2)cc1
-30	COc1ccc(OC)c(/C=C/C(=O)c2ccc3c(c2)OCCO3)c1
27	CN(C)c1ccc(O)c2c1C[C@H]1C[C@H]3[C@H](N(C)C)C(=O)C(C(N)=O)=C(O)[C@@]3(O)C(=O)C1=C2O
-16	Cn1c(CNC(=O)c2ccccc2)n[nH]c1=S
-28	COc1cc(OC)cc(C(=O)N2CCN(C(C)C)CC2)c1
9	NC(=O)c1cc[n+](CC2=C(C(=O)O)N3C(=O)[C@@H](NC(=O)[C@@H](c4ccccc4)S(=O)(=O)[O-])[C@H]3SC2)cc1
-5	COc1ccccc1NC(=O)N(CCCO)Cc1cc2c(C)ccc(C)c2[nH]c1=O
-41	CCOc1ccc(CC(=O)N2CCC[C@@H]2Cn2nc(-c3cccs3)ccc2=O)cc1
30	COc1ccc(Cc2c3cc(OC)c(OC)cc3cc[n+]2CC(=O)c2ccccc2)cc1OC
10	CCN(CC)C(=O)CSc1nnc(COc2ccc(C)cc2)n1N
-6	O=C(NCc1ccc2c(c1)OCO2)[C@H]1C=CCN1C(=O)c1ccc(F)cc1
-26	Cc1ccc(N2CC(C(=O)Nc3ncccc3C)CC2=O)cc1 (stereo not drawn)
0	CCOc1cccc(/C(O)=C2/C(=O)C(=O)N(CCN(C)C)C2c2cccnc2)c1 (stereo not drawn)
5	O=C1C2CCCN2S(=O)(=O)c2ccccc2N1Cc1ccccc1 (stereo not drawn)

Further records follow:
EP2 mod	SMILES
4	CCOC(=O)c1sc(N2C(=O)C(=O)/C(=C(\O)c3ccc(OC)cc3C)C2c2cccnc2)nc1C (stereo not drawn)
3	CCCOc1ccc(N2CC(C(=O)Nc3ccc(C(C)=O)cc3)CC2=O)cc1 (stereo not drawn)
-26	Cc1cc(C)nc(N2CCC(CNC(=O)c3ccc(F)c(F)c3)CC2)n1
42	CCc1nc(SCC(=O)Nc2ccccc2C(F)(F)F)c2c(C)c(C)sc2n1
-53	COc1cc(NC(=O)C2CCCN2)ccc1-n1cccc1 (stereo not drawn)
-11	COc1ccc([C@@H]2C[C@H](C(=O)NC(C)c3ccccc3)N(C)S(=O)(=O)N2)cc1OC (stereo partly drawn)
7	CCOc1cccc(/C(O)=C2/C(=O)C(=O)N(CCCn3ccnc3)C2c2ccncc2)c1 (stereo not drawn)
-79	O=C(CN1CCC(c2nc3ccccc3s2)CC1)Nc1cccc2ccccc12
29	Cn1c(=O)c2c(nc(NCCNC(=O)C3CC3)n2Cc2ccc(Cl)cc2)n(C)c1=O
10	CC(C)[C@H]1CN(Cc2ccco2)CCN1Cc1ccco1
26	COc1cccc(OC)c1C(=O)N[C@@H]1C(=O)N2[C@@H]1SC(C)(C)[C@@H]2C(=O)O
23	CC1CCCN(C(=O)CSc2nc(-c3cccs3)cc(C(F)(F)F)n2)C1 (stereo not drawn)
-42	CCN(CC)CCCNc1cc(C)nc2c(-c3ccc(OC)cc3)c(C)nn12
-8	CC(=O)NC1(c2ccc(F)cc2)CCN(Cc2cnc(-c3ccccc3C)nc2)CC1
-3	CC(=O)c1ccc(S(=O)(=O)N(CCCO)Cc2cc3cc4c(cc3[nH]c2=O)OCCO4)cc1

Some of these compounds in order of their number in EP2 mod, falling:
SMILES	EP2 mod
CCCOc1ccc(N2CC(C(=O)Nc3ccc(C(C)=O)cc3)CC2=O)cc1 (stereo not drawn)	3
CC(=O)NC1(c2ccc(F)cc2)CCN(Cc2cnc(-c3ccccc3C)nc2)CC1	-8
COc1ccc([C@@H]2C[C@H](C(=O)NC(C)c3ccccc3)N(C)S(=O)(=O)N2)cc1OC (stereo partly drawn)	-11

Additional entries follow.
EP2 mod	SMILES
-12	Cc1ccc2cc(CN(CC3CCCO3)C(=S)Nc3ccc(F)cc3)c(=O)[nH]c2c1 (stereo not drawn)
-30	COCCCNCc1cc2c(-c3cccc(F)c3)nn(-c3ccccc3)c2[nH]c1=O
9	O=C(c1cc(F)cc(F)c1)N1CCC(c2nc3sc4c(c3c(=O)[nH]2)CCCC4)CC1
-22	CC[C@H](Cn1ncc2ccccc2c1=O)NC(=O)C1CCCCC1
-6	COC(=O)[C@H]1CN(C(=O)CCn2cncn2)C[C@@H]1c1ccc(F)cc1
-20	C=C(C)CN1CCN(C(=O)C(CC)Oc2ccccc2F)CC1 (stereo not drawn)
-6	CCc1ccccc1NC(=O)CSc1nnc2c3ccccc3n(C)c2n1
-30	COc1ccc2cc(CN(CCN3CCOCC3)C(=O)Nc3ccc(Cl)cc3)c(=O)[nH]c2c1
-21	C=C(/C=C(\NC(=O)c1ccccc1)C(=O)N1CCC(N2CCCCC2)CC1)S/C=C\C
16	CC(C)c1nc(N(C)S(C)(=O)=O)nc(-c2ccc(F)cc2)c1/C=C/[C@@H](O)C[C@@H](O)CC(=O)O
-30	COc1cccc(C(O)CN2CCC3(CC2)CC(O)c2ccc(OC)cc2O3)c1 (stereo not drawn)
-70	COc1cccc(-c2nnc(SCC(=O)N3c4ccccc4Sc4ccccc43)o2)c1
-38	COc1ccc2[nH]c3nc(SCC(=O)Nc4ccc(F)cc4)nnc3c2c1
-15	CCCC(=O)N1CCN(c2ccc(NC(=O)CC)cc2)CC1
14	Cc1ccc(NC(=O)CSc2nnc3n(CC(=O)N4CCCC4)c4ccccc4n23)c(C)c1
0	O=C(COC(=O)c1cccs1)Nc1ccccc1Cl
7	CN(Cc1ccccc1)C1CCNCC1
-77	Cc1cccc(NS(=O)(=O)c2ccc(NC(=O)c3ccco3)cc2)c1
15	Cc1ccc(Cn2c(SCCC(=O)O)nc3c2c(=O)n(C)c(=O)n3C)cc1
-16	CC1CCCC(C)N1C(=O)CSc1nnc2c3cc(F)ccc3n(C)c2n1 (stereo not drawn)
-78	O=C(COc1ccc(S(=O)(=O)NCc2ccccc2)cc1Cl)N1CCCCC1
-13	CCNC(=S)N(CCN1CCOCC1)Cc1cc2cc(C)ccc2[nH]c1=O
16	O=C1c2ccccc2C(=O)c2c(NC(=O)c3ccc4c5c(ncnc35)-c3ccccc3C4=O)cccc21
-92	O=C(Nc1cccc(Cl)c1)N1CCC(c2nc3ccc(Cl)cc3[nH]2)CC1
-26	CCCn1nnc(NC(=O)COc2cccc3ccccc23)n1
-16	O=C(CN1CCC(n2nnc3cc(C(F)(F)F)ccc32)CC1)NCc1ccccc1F
-11	O=C(CSc1nnc(Cn2cnc3ccccc32)o1)Nc1ccc(Br)cc1
-55	Cn1c(SCC(=O)Nc2ccccc2F)nnc1-c1cccs1
-73	Oc1ccc(-c2nc3cnccn3c2NCCc2ccccc2)cc1
13	O[C@H]1C=C2CCN3Cc4cc5c(cc4C(C23)[C@@H]1O)OCO5 (stereo partly drawn)
6	COc1cc(-c2nc3ccc(C)cn3c2NC(C)(C)C)ccc1O
-27	COc1ccc(CNC(=O)CSc2nc3c(c(C(F)(F)F)n2)CCc2ccccc2-3)cc1
-4	Cc1cccc(-c2nc(C(N)=O)c3[nH]c(=O)n(CC4CCCO4)c3n2)c1 (stereo not drawn)
-9	CC(C)(C)NC(=O)CN(CC1CCCO1)C(=O)CNS(=O)(=O)c1ccc(F)cc1 (stereo not drawn)
-14	Cc1oc(C2CC2)cc1C(=O)N[C@H](C)Cn1nnc2ccccc21
10	CC1(C)N=C(N)N=C(N)N1c1cccc(OCc2cccc([N+](=O)[O-])c2)c1
-16	Cc1ccc2cccc(NS(=O)(=O)c3cn(C)nc3C)c2n1
-10	CCc1nn(CC(=O)NCc2cccs2)c(=O)c2cc3sccc3n12
-12	CC1(C)Oc2ccc(S(=O)(=O)N3CCC(O)CC3)cc2NC1=O
-56	COc1cc2c(cc1OC)C1=C(C#N)CN(c3ccc(C)c(C)c3)CN1CC2
-37	CCc1nn(CC(=O)N2CCCC2)c(=O)c2cc3oc(C)cc3n12
-78	COc1ccc(-c2c(C)nn3c(NCCN4CCOCC4)c(C)c(C)nc23)cc1
-7	O=C(NCc1ccccc1)N1CCCC1c1n[nH]c(Cc2ccc(F)cc2)n1 (stereo not drawn)
-34	CC1CCCN(c2ccc(C(=O)NC3CCCCC3)cn2)C1 (stereo not drawn)
30	CC(=O)N[C@@H](Cc1c[nH]c2ccccc12)C(=O)O

Random excerpt: seven records from the list
EP2 mod	SMILES
-12	CC1(C)Oc2ccc(S(=O)(=O)N3CCC(O)CC3)cc2NC1=O
-37	CCc1nn(CC(=O)N2CCCC2)c(=O)c2cc3oc(C)cc3n12
10	CC1(C)N=C(N)N=C(N)N1c1cccc(OCc2cccc([N+](=O)[O-])c2)c1
-27	COc1ccc(CNC(=O)CSc2nc3c(c(C(F)(F)F)n2)CCc2ccccc2-3)cc1
30	CC(=O)N[C@@H](Cc1c[nH]c2ccccc12)C(=O)O
-7	O=C(NCc1ccccc1)N1CCCC1c1n[nH]c(Cc2ccc(F)cc2)n1 (stereo not drawn)
-34	CC1CCCN(c2ccc(C(=O)NC3CCCCC3)cn2)C1 (stereo not drawn)

Next part
EP2 mod	SMILES
11	COc1c(C)cccc1C(=O)Nc1ccc(N2CCN(C(=O)C(C)C)CC2)cc1
-27	CC1(C)C2CCC(C2)C1(C)NC(=O)CN1C(=O)[C@@H]2CCCN2C(=O)c2ccccc21 (stereo partly drawn)
-22	N#CCSc1nnc(-c2ccccc2)o1
-68	Cc1cccc(CNc2n[nH]c3nc(C)cc(C(F)(F)F)c23)n1
5	O=C(CCCC(=O)N(CC(=O)NC1CCCC1)C1CCCCC1)Nc1ccccn1
12	COc1ccc(OC)c(S(=O)(=O)N2CCC(C(=O)NCCO)CC2)c1

Already shown: 2 of the compounds above.
EP2 mod	SMILES
5	O=C(CCCC(=O)N(CC(=O)NC1CCCC1)C1CCCCC1)Nc1ccccn1
12	COc1ccc(OC)c(S(=O)(=O)N2CCC(C(=O)NCCO)CC2)c1
